Source: PubChem (Johns Hopkins Ion Channel Center)
KCNQ2 block = KCNQ2 potassium channel inhibitors, primary screen, cell-based, CHO-K1, FluxOR thallium flux, B-score (AID 2156); Potassium voltage-gated channel subfamily KQT member 2 (Rattus norvegicus), O88943; 20 min; stronger effect = lower value; B-score at 10 µM; 1.1% of 310,000 active;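 active = fluorescence ratio B-score at most minus 3 library SDs, with starting brightness B-score within 2 library SDs, cut at about -5.5 in these data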
Kir21 block = inhibitors of mouse Kir2.1 inward-rectifier potassium channel; Inward rectifier potassium channel 2 (Mus musculus), P35561; HEK293-Kir2.1, FluxOR thallium flux fluorescence; stronger effect = lower value; B-score at 10 µM; 0.85% of 310,000 active;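 active = fluorescence ratio B-score at or below minus 3 SD of library scores, with starting-brightness B-score within 2 SD, cut at about -4.2 in these data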;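 also: channel flux triggered by added potassium and thallium sulfate stimulus; B-score of peak minus minimum fluorescence over baseline after thallium stimulus; more negative B-score means stronger Kir2.1 block with less thallium influx; some compounds called inactive have numbers as strong as hits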
Target sequence (P35561 whole entry, looked up): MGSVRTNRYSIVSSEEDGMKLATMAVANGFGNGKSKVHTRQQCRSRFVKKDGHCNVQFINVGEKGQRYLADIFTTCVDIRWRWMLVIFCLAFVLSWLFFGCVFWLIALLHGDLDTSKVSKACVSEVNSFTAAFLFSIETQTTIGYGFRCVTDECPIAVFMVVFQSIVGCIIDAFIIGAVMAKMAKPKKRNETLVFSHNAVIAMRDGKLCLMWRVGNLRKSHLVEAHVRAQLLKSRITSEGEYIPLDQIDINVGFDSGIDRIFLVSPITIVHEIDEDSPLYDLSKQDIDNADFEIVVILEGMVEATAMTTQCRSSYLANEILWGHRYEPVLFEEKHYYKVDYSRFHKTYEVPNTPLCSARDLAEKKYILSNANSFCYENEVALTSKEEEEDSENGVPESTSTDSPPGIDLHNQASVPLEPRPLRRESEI
CHT block = inhibitors of human choline transporter CHT; 0.86% of 310,000 active; AID 488975, 2010; High affinity choline transporter 1 (Homo sapiens), Q9GZV3; B-score at 10 µM; CHT-expressing cells, membrane potential dye, choline response; stronger effect = lower value;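 active = B-score over 3 SD under the library average, and starting fluorescence ratio not unusually high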;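 also: choline stimulus applied at its EC90 after an EC20 pre-addition; B-score computed on integrated fluorescence ratio after choline addition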
Target sequence (Q9GZV3 whole entry, looked up): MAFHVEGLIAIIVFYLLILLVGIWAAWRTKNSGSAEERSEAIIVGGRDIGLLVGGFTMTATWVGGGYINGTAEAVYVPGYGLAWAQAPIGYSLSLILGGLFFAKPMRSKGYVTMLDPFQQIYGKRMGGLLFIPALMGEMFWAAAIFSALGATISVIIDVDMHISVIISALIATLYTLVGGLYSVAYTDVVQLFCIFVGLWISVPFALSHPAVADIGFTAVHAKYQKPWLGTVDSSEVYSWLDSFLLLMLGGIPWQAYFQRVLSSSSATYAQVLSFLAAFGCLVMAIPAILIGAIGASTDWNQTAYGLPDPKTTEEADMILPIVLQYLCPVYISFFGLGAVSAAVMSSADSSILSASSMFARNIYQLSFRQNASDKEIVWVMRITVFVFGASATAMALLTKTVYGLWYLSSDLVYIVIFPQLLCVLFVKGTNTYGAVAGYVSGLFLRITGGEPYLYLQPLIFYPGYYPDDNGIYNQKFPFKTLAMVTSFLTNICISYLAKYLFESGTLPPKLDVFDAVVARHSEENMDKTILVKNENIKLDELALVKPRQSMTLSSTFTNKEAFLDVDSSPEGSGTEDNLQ
* hit, by the source's call; i = inactive; / = not tested or not shown.

Sample of the layout, 7 compounds:
SMILES | KCNQ2 block | Kir21 block | CHT block
CC1CC(C)(C)CC2(C1)NC(=O)N(CC(=O)N(Cc1ccccc1)c1ccccc1)C2=O (stereo not given) | i | 0.11 | i
COC(=O)[C@@](C)(O)C1(C(=O)SC(C)(C)C)CC1 | i | -0.93 | i
Cc1ccc(NC(=S)NCCN2CCOCC2)cc1C | i | 2.2 | i
CC(C)Oc1cccc(C(=O)C2CCCN(C(=O)CCn3cnnn3)C2)c1 (stereo not given) | i | -0.54 | i
Cc1ccc(S(=O)(=O)NC(C)(C)C)cc1C(=O)OCC(=O)N1CCCC1=O | i | 0.75 | i
COc1ccc([N+](=O)[O-])cc1NC(=O)Nc1ccccc1 | i | 1.3 | i
O=C(CN1CCN(c2ccccn2)CC1)N1CC(O)CO1 (stereo not given) | i | 2.1 | i

The whole of this part, repeating the preview:
SMILES | KCNQ2 block | Kir21 block | CHT block
CC1CC(C)(C)CC2(C1)NC(=O)N(CC(=O)N(Cc1ccccc1)c1ccccc1)C2=O (stereo not given) | i | 0.11 | i
COC(=O)[C@@](C)(O)C1(C(=O)SC(C)(C)C)CC1 | i | -0.93 | i
Cc1ccc(NC(=S)NCCN2CCOCC2)cc1C | i | 2.2 | i
CC(C)Oc1cccc(C(=O)C2CCCN(C(=O)CCn3cnnn3)C2)c1 (stereo not given) | i | -0.54 | i
Cc1ccc(S(=O)(=O)NC(C)(C)C)cc1C(=O)OCC(=O)N1CCCC1=O | i | 0.75 | i
COc1ccc([N+](=O)[O-])cc1NC(=O)Nc1ccccc1 | i | 1.3 | i
O=C(CN1CCN(c2ccccn2)CC1)N1CC(O)CO1 (stereo not given) | i | 2.1 | i
NC(=O)c1ccccc1N=Cc1ccccn1 | i | -0.67 | i
Cc1ccccc1NC(=O)c1cccc(N2C(=O)C3CCC(C)CC3C2=O)c1 (stereo not given) | i | 0.76 | i
NC(N)=N/N=C/c1cccc([N+](=O)[O-])c1O | i | -1 | i
Cc1nnc(NC(=O)c2c(F)c(F)c(F)c(F)c2F)s1 | i | 0.3 | i
C=CCn1c(-c2cccnc2Cl)nc2cc(Cl)c(Cl)cc21 | i | -3.3 | i
CCCn1c(SC/C(O)=C(\C#N)c2nc3ccccc3[nH]2)n[nH]c1=O | i | 0.37 | i
O=C(NCc1ccccc1F)C1CCCN1C(=O)Nc1ccccc1 (stereo not given) | i | 2.2 | i
CCOC(=O)CC(N)c1ccc2c(c1)OCO2 (stereo not given) | i | -0.59 | i
CN(CCOCCOc1ccc(F)cc1)Cc1ccccc1 | i | -0.21 | i
O=C(CN1CCOCC1)Nc1nc(-c2ccccc2)cs1 | i | -0.55 | i
N#Cc1ccccc1N=C1CCCN1Cc1ccccc1 | i | -0.11 | i
O=C(CSc1nc2ccc([N+](=O)[O-])cc2[nH]1)NCCc1ccccc1 | i | -1.4 | i
Fc1ccc(CN2CCCN(Cc3nc(-c4ccc5c(c4)OCO5)no3)CC2)cc1 | i | -6.8* | i
Cc1ccc(CCNC(=O)C2=CCN(S(=O)(=O)c3ccccc3)CC2)cc1 | i | 0.02 | i
CC1CCN(c2nc(N(C)c3ccccc3)nc(N)c2[N+](=O)[O-])CC1 | i | 0.57 | i
Cn1c(CN2CCN(C(=O)c3ccc(F)cc3)CC2)nc2cc([N+](=O)[O-])ccc21 | i | -1.5 | i
O=C(COC(=O)c1ccc([N+](=O)[O-])o1)Nc1cccc(S(=O)(=O)N2CCOCC2)c1 | i | -0.99 | i
Cc1nc(N2CCN(Cc3ccc4c(c3)OCO4)CC2)[nH]c(=O)c1C | i | 0.15 | /
O=C(CCCCCn1c(=O)[nH]c2ccccc2c1=O)NCCc1c[nH]c2ccccc12 | i | 0.49 | i
Cc1c(NC(=O)COc2ccc3ccccc3c2)c(=O)n(-c2ccccc2)n1C | i | 1.4 | i
CN(Cc1ccccc1)C(=O)c1ccccc1C(=O)O | i | -0.23 | i
C#CC(C)(CC)NC(=O)c1cc2cccc(CC=C)c2oc1=O (stereo not given) | i | 0.24 | i
CCc1ccccc1NC(=O)N[C@@H](C)C(=O)O | i | -0.77 | i
Cc1ccc(C(=O)C2CCN(C(=O)c3ccc(C)cc3)CC2)cc1 | i | -0.56 | i
CCCCOc1ccc2c(C)cc(=O)oc2c1OCCCC | i | 0.71 | i
O=C(Cc1ccc(S(=O)(=O)N2CCOCC2)s1)Nc1cc(C(F)(F)F)ccc1N1CCCC1 | i | 0.43 | i
CCC(Sc1nccn1C)C(=O)Nc1nnc(C)s1 (stereo not given) | i | 0.26 | i
COc1ccc(Oc2nccc(-c3ccc(F)cc3)c2C#N)cc1 | i | 0.95 | i
COc1cccc2[nH]c(C(=O)NN)c(N)c12 | i | 0.38 | i
CN1CCN(S(=O)(=O)c2cccc(C(=O)Nc3cc(Cl)ccc3N3CCOCC3)c2)CC1 | -7.5* | -0.69 | i
Cc1cc(NC(=O)c2ccc(Cl)cc2)n(CCC#N)n1 | i | 0.19 | i
Cc1cccc(C(=O)N/N=C/c2coc3ccccc3c2=O)c1 | i | -0.27 | i
Cc1ccc(CNC(=O)c2ccc(NC3=NC4CS(=O)(=O)CC4S3)cc2)cc1 (stereo not given) | i | -1.9 | i
Fc1ccc(NCc2ccccc2F)cc1Cl | i | -0.28 | i
Cc1nn(C)cc1CN(C)Cc1c(C(=O)N(C)Cc2ccccc2)nc2ccccn12 | i | 1.8 | i
O=C(Nc1ccc2oc(=O)ccc2c1)c1cc2ccccc2o1 | i | 0.78 | i
Cc1cc(Cl)ccc1NC(=O)C1CCN(S(C)(=O)=O)CC1 | i | 1.1 | i
Cn1c(=O)[nH]c(=O)c2c1nc(NCc1ccco1)n2CCCc1ccccc1 | i | 0.77 | /
COc1cc(C(=O)N2CCN(C(=O)C3CC3)CC2)cc(OC)c1OC | i | -0.14 | i
CCOc1c(CNCCN2CCOCC2)cccc1OC | i | 0.79 | i
CCc1noc(C)c1C(=O)OCC(=O)Nc1ncc(Cl)cc1Cl | i | 1.7 | i
Cc1cccc(NC(=O)C2CCCN(S(=O)(=O)c3cccc4nsnc34)C2)c1 (stereo not given) | i | 0.56 | i
CC1SC2(NC1=O)C1CC3CC(C1)CC2C3 (stereo not given) | i | -0.77 | i
CCOc1ccc(-c2ccc(SCc3ccccn3)nn2)cc1 | i | -1.1 | i
Cc1c(C(=O)N2CCN(c3ccccc3)CC2)oc2c1C(=O)CC(C)(C)C2 | i | -0.07 | i
CN(C)CCCNC(=O)/C(=N\O)c1ccccc1 | i | -3 | i
CCOC(=O)N1CCN(C(=O)CCn2c(=O)[nH]c3ccsc3c2=O)CC1 | i | 1.6 | i
O=C(c1ccco1)N1CCN(c2nc3ccsc3c(=O)s2)CC1 | i | 0.02 | i
O=[N+]([O-])c1ccc(N2CCOCC2)cc1NCc1ccccc1 | i | 0.85 | i
COc1ccc(C(=O)/C(=C\N(C)C)n2nc(C)cc2C)cc1 | i | -0.03 | i
CC(=O)Nc1cc(-c2nc3ccccc3o2)ccc1Cl | i | -0.59 | i
O=C1[C@H]2[C@@H](c3ccc(Cl)cc3)N3C(=O)N(c4cccc(F)c4)C(=O)[C@@]3(Cc3ccc(Cl)cc3)[C@H]2C(=O)N1C1CCCCC1 | i | -0.67 | i
Cc1ccc(Cn2c(C3CCCN3c3nc(-c4ccc(F)cc4)cs3)nc3cc(Cl)c(Cl)cc32)cc1 (stereo not given) | i | 0.09 | i
Continued.
SMILES | KCNQ2 block | Kir21 block | CHT block
O=S(=O)(c1ccccc1)N1CCN=C1SCc1cccc(Cl)c1 | i | -2.4 | i
Cc1nn(-c2ccccc2)c(N)c1C1(O)C(=O)N(C(C)C)c2ccccc21 (stereo not given) | i | 1.4 | i
O=C1C(=O)N(c2ccccn2)C(c2cccc([N+](=O)[O-])c2)/C1=C(/O)c1ccc(Br)cc1 (stereo not given) | i | 1.7 | i
O=C(Nc1ccc(Cl)c(C(F)(F)F)c1)c1ccncc1 | i | 0.17 | i
Cc1cc(C)nc(NS(=O)(=O)c2ccc(NC(=S)NC(=O)C(C)(C)C)cc2)n1 | i | -0.68 | i
O=C1[C@@H]2[C@H](C(=O)N1n1cnnc1)[C@H]1C=C[C@@H]2C1 | i | 0.67 | i
COCCNC(=S)N1CCN(c2nc(-c3ccc(F)cc3)cs2)CC1 | i | -0.23 | i
Cc1cccc(NC(=O)c2nc[nH]c2C(=O)Nc2cccc(C)c2)c1 | i | 0.09 | i
CCCOC(=O)c1ccc(NC(=O)CCC(=O)OCC)cc1 | i | 0.38 | i
O=C(Cc1cccs1)N1CCN(S(=O)(=O)c2cc(Cl)ccc2Cl)CC1 | i | -2 | i
COc1ccc(C2C(C(=O)OC(C)C)=C(C)N=c3s/c(=C\c4cccs4)c(=O)n32)cc1 (stereo not given) | i | -1 | i
CCOC(=O)C1=C(C)Nc2nnnn2C1c1c[nH]c2ccccc12 (stereo not given) | i | -1.5 | i
CCOC(=O)CC(=O)Nc1ccsc1C(N)=O | i | -2.1 | i
O=C(c1cccs1)N1CCN(c2nnc(-c3ccccc3)c3ccccc23)CC1 | -5.9* | -0.03 | i
CSCCC(=O)N1CCC(n2nccc2NC(=O)CCc2ccccc2)CC1 | i | 0.55 | i
CC12CC3(C)CC(C)(C1)CC(C(=O)NCC(=O)O)(C2)C3 | i | 2.1 | i
C/C(=N\NC(N)=O)c1cc(Cl)cc(Cl)c1O | i | -0.04 | i
COc1ccc(-c2nc(C#N)c(NCCCN(C)C)o2)cc1OC | i | -0.12 | i
O=C1CN(C(=O)c2ccccc2Cl)c2ccccc2N1 | i | 1.9 | i
C/C(=C1/SC(N2CCCC2)=NC1=O)c1ccc(Br)cc1 | i | 1.5 | i
Cc1ccc(C(=O)Oc2ccccc2C(=O)N2CCOCC2)cc1 | i | 0.76 | i
Cc1cccc(C)c1-n1c(C)cc(/C=N/NC(=O)c2ccncc2)c1C | i | -0.03 | i
O=C(/C=C\c1ccc(-c2ccccc2)o1)c1ccccc1 | i | -1.7 | i
COc1cc(C(C[N+](=O)[O-])c2c(C)[nH]c3ccccc23)cc(OC)c1OC (stereo not given) | i | 1.4 | i
COc1ccc(N2C(=O)CN=C2Nc2cccc(C)c2C)cc1OC | i | 0.88 | i
CC(C)N1CCc2c(sc(NC(=O)c3ccc(S(=O)(=O)N(C)CC4CCCO4)cc3)c2C(N)=O)C1 (stereo not given) | i | 0.37 | i
Cc1nc2ccccc2n1/N=C/c1cccnc1 | i | -1.1 | i
CC1(c2ccco2)NC(=O)NC1=O (stereo not given) | i | 1.3 | i
COc1ccc(-c2noc(CSc3nc(-c4ccccc4)cc(=O)[nH]3)n2)cc1 | i | -0.5 | i
CC(=O)Nc1ccc(NC(=O)CN(C)S(=O)(=O)c2ccc3nc(C)sc3c2)cc1 | i | 0.57 | i
Cc1c(Cl)cn2c(=O)cc(CN(C)Cc3nc4ccccc4c(=O)[nH]3)nc2c1Cl | i | 0.46 | i
O=C1CCCc2c1nc(-c1ccc(F)cc1)n2O | i | -0.85 | i
CCOC(=O)c1cnc2c(C(=O)OC)cccc2c1NCc1cccnc1 | i | 0.06 | i
CN(C)c1ccc(/C=N/NC(=O)CNC(=O)c2ccncc2)cc1 | i | 0.16 | i
Cc1ccc(OCC(=O)N2CCc3ccccc3C2)c(Br)c1 | i | 0.9 | i
Cc1ccc2nc(N3CC(C)OC(C)C3)nc(-c3ccccc3)c2c1 (stereo not given) | i | -0.49 | i
COc1ccc(Cl)cc1NC(=O)C/C(C)=N/NC(=O)c1ccccc1Cl | i | 0.67 | i
O=C(N1CCN(Cc2ccc3c(c2)OCO3)CC1)C(Cl)(Cl)Cl | i | -0.73 | i
COCCn1c(-c2ccccc2)nc2oc3ccccc3c(=O)c2c1=O | i | 1.1 | i
Cc1ccc(S(=O)(=O)N(Cc2n[nH]c(=S)n2-c2ccccc2)c2cccc(Cl)c2)cc1 | i | 0.01 | i
O=C(c1ccco1)N1CCN(C(=S)NC2CC3CCC2C3)CC1 (stereo not given) | i | 0.96 | i
Cc1ccc(-n2nnnc2SCC(=O)c2ccc3c(c2)NC(=O)CO3)c(C)c1 | i | 1.9 | i
Nc1nc(C2C(=O)CCCC2=O)cs1 | i | -0.03 | i
O=c1c2[nH]c3ccc(Cl)cc3c2ncn1Cc1ccccn1 | i | -0.04 | /
C/C(=N\NC(=O)C1CCCC1)c1ccc(Cl)cc1Cl | i | 2 | i
CC(C)(C)NC(=O)CN(Cc1ccccc1)S(=O)(=O)c1ccccc1 | i | -1.2 | i
COC(=O)CN(C(=O)CSc1nnc(-c2cccc(OC)c2)o1)c1ccc(OC)cc1 | i | -0.11 | i
CCOc1ccccc1C(=O)Nc1cc(C(=O)NCCc2ccccc2)ccc1Cl | i | 0.01 | i
CCOC(=O)c1cnn(Cc2ccccc2Cl)c1N | i | 0.66 | i
CCN1C(=O)/C(=C\N2CCN(C)CC2)SC1=S | i | 1.3 | i
FC(F)(F)c1cc(C(F)(F)F)c2ccc(N3CCOCC3)nc2n1 | i | -0.28 | i
Cc1cccc(C)c1NC(=O)CN(C)CC(=O)Nc1ccccc1Oc1ccccc1 | i | -0.79 | i
c1ccc(-c2nn3c(-c4ccco4)nnc3s2)nc1 | i | 0.94 | i
Clc1cccc(Cl)c1CO/N=C/c1cccs1 | i | 1.2 | i
COc1cc(SC)ccc1C(=O)Nc1ccccn1 | i | 0.48 | i
O=C(N/N=C/C=C/c1ccccc1)c1cccc(Br)c1 | i | 0.05 | i
CC1(C)CCC(=O)N(c2ccccc2)C1=O | i | 2.2 | i
